TEAD-YAP block: TEAD-YAP interaction inhibition; HEK-TIYL cells, TEAD-Gal4/YAP UAS-luciferase luminescence; inhibition, % at 9.12 µM; hit rate 1.4% among 640,000; in the data active = inhibition above about 32%;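 also: 0% = median of test compound wells and 100% = reference inhibitor wells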
GPR151 ag: activates the human receptor GPR151. PathHunter beta-arrestin GPR151 cells, luminescence. activation, % at 11.2 µM. hit rate 1% among 650,000. AID 1508602; in the data active = activation above about 4.9%;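 also: 0% = median of compound wells and 100% = cells with positive control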
MITF inh: inhibitors of human MITF; AlphaScreen MITF homodimerization, bead proximity signal; inhibition, % at 2.6 µM; hit rate 0.91% among 650,000; in the data active = inhibition above about 50%;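 also: 0% = vehicle wells with protein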
FBW7 activator: activators of human E3 ligase FBW7; Q969H0; AlphaScreen FBW7–phospho-cyclin E peptide binding, activator screen; normalized activity (activation), % at 26.1 µM; hit rate 0.13% among 650,000; AID 1259310; in the data active = normalized activity above about 1.9%;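 also: purified mutant Fbw7 with reduced substrate affinity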
Target sequence (Q969H0 whole entry, looked up): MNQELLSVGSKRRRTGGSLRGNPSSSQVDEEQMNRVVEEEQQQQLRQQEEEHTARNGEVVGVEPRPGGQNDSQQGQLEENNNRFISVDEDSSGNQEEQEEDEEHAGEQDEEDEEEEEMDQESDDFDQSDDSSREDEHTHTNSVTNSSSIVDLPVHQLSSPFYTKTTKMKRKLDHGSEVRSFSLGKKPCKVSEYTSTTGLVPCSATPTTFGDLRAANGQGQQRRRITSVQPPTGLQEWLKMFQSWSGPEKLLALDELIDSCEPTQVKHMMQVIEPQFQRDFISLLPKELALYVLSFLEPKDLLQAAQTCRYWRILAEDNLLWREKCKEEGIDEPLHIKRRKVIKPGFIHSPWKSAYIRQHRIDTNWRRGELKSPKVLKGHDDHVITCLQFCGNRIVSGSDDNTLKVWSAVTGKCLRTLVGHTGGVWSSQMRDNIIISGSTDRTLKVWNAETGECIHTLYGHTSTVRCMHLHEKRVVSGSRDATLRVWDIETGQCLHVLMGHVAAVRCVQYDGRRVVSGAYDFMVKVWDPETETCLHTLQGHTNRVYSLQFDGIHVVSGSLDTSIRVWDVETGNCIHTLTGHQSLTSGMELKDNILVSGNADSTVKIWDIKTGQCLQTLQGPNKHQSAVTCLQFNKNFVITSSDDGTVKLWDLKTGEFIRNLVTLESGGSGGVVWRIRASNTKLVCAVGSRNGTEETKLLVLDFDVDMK
* hit, by the source's call. Random draw from the library, and some 3.4% of all compounds hit somewhere here.

`CCOc1ccc2[nH]cc(NC(=O)N3CCCC3)c(=O)c2n1` gave TEAD-YAP block 13, GPR151 ag 0.0, MITF inh 11 and FBW7 activator 0.1.
Screening Cc1ccc(C(=O)CN2C(=O)C(C#N)C3(CCCCC3)C(C#N)C2=O)cc1 (stereo unspecified) returned TEAD-YAP block -2, GPR151 ag 0.1, MITF inh -12 and FBW7 activator 0.0.
COc1ccc2cc(CN(CCO)C(=O)c3ccccc3F)c(=O)[nH]c2c1 was read as TEAD-YAP block 4, GPR151 ag -1.0, MITF inh 19 and FBW7 activator -0.2.
Screening Cc1cccc(N(CC(=O)NC2CC2)S(=O)(=O)c2ccc(Cl)cc2)c1 returned TEAD-YAP block -7, GPR151 ag 1.1, MITF inh 6 and FBW7 activator -0.3.
`Cn1cc(Cl)c(C(=O)N/N=C/c2ccccc2C(F)(F)F)n1` gave TEAD-YAP block -23, GPR151 ag 1.7, MITF inh 12 and FBW7 activator 0.3.
For Cc1ccc(-c2nc(Nc3ccc(Br)cc3C)c3ccccc3n2)cc1 the results were TEAD-YAP block 11, GPR151 ag 1.1, MITF inh -1 and FBW7 activator -0.1.
Screening O=C(COc1ccc(-c2ccccc2)cc1)N1CCN(C(=O)c2cccnc2)CC1 returned TEAD-YAP block 0, GPR151 ag -0.2, MITF inh 10 and FBW7 activator 0.1.
For COc1ccc(C)cc1NC(=O)CC1COc2ccccc2O1 (stereo unspecified) the results were TEAD-YAP block 2, GPR151 ag 0.5, MITF inh 1 and FBW7 activator 0.0.
Cc1ccnc(SCC(=O)Nc2ccccc2[N+](=O)[O-])n1 was read as TEAD-YAP block -20, GPR151 ag 1.4, MITF inh 7 and FBW7 activator 0.2.
O=C1C2CC=CCC2C(=O)N1c1ccc(Br)cc1 (stereo unspecified) was read as TEAD-YAP block 0, GPR151 ag -0.5, MITF inh -3 and FBW7 activator -0.4.
`COc1ccc(/C=C(/NC(=O)c2ccc(Cl)cc2)C(=O)N2CCOCC2)cc1` gave TEAD-YAP block -2, GPR151 ag 0.3, MITF inh 7 and FBW7 activator 0.7.
Screening Cc1nn(-c2ccccc2)c2[nH]c(=O)c(CNCC3CCCO3)cc12 (stereo unspecified) returned TEAD-YAP block -1, GPR151 ag 2.2, MITF inh -11 and FBW7 activator -0.1.
For COCCSc1nnc(-c2cnccn2)n1-c1ccccc1 the results were TEAD-YAP block 10, GPR151 ag 1.1, MITF inh 6 and FBW7 activator -0.2.
Screening CC1(C)CC(=O)C2=C(C1)OC(N)=C(C#N)C2c1ccccc1OC(=O)c1ccccc1Cl (stereo unspecified) returned TEAD-YAP block 3, GPR151 ag -0.2, MITF inh -12 and FBW7 activator 0.2.
Screening CC(C)CCN1CCNC(=O)C1CC(=O)NCc1ccc(-n2cccn2)cc1 (stereo unspecified) returned TEAD-YAP block 6, GPR151 ag -0.4, MITF inh 12 and FBW7 activator 0.1.
Screening Cc1cc(C(=O)O/N=C(\N)c2cccnc2)ccc1[N+](=O)[O-] returned TEAD-YAP block -69, GPR151 ag 1.2, MITF inh 14 and FBW7 activator 0.0.
COc1ccccc1CNC(=O)C(NS(=O)(=O)c1ccc2nc(C)sc2c1)C(C)C (stereo unspecified) was read as TEAD-YAP block -1, GPR151 ag -0.3, MITF inh -4 and FBW7 activator -0.2.
For Cn1cc(CSCC(=O)NCc2ccccc2)cc1C(=O)C(F)(F)F the results were TEAD-YAP block 5, GPR151 ag -0.2, MITF inh -5 and FBW7 activator 0.1.
For Cc1cc(NCCO)nc(NCCN2CCOCC2)n1 the results were TEAD-YAP block 0, GPR151 ag 0.1, MITF inh 4 and FBW7 activator -0.1.
O=C(OCc1ccc(Cl)cc1)C1CCN(S(=O)(=O)c2cccs2)CC1 was read as TEAD-YAP block -1, GPR151 ag -0.7, MITF inh 6 and FBW7 activator 0.4.
For O=C(O)c1cccc(N/N=C/c2ccc([N+](=O)[O-])o2)c1 the results were TEAD-YAP block -36, GPR151 ag 0.9, MITF inh 15 and FBW7 activator -0.2.
For COc1cc(C(=O)N2c3ccccc3N3C(c4c(C)c(Cl)c(C)c(Cl)c4C)=NON23)cc(OC)c1OC the results were TEAD-YAP block 7, GPR151 ag -0.1, MITF inh 16 and FBW7 activator 0.0.
O=C(Cc1ccc2c(c1)OCO2)NC1(c2ccc(F)cc2)CCCC1 was read as TEAD-YAP block -1, GPR151 ag -0.6, MITF inh -8 and FBW7 activator -0.1.
For CC(C)=CCN1CCNC(=O)C1CC(=O)N1CCCCCC1 (stereo unspecified) the results were TEAD-YAP block -2, GPR151 ag -0.5, MITF inh -2 and FBW7 activator 0.1.
O=C(NCCCN1CCOCC1)C1CC(=O)N(C2CCCC2)C1 (stereo unspecified) was read as TEAD-YAP block 1, GPR151 ag 1.7, MITF inh -12 and FBW7 activator 0.2.
Screening CN1C(=O)c2cccc3c(S(=O)(=O)Nc4ccccc4F)ccc1c23 returned TEAD-YAP block 6, GPR151 ag 0.6, MITF inh 0 and FBW7 activator 0.0.
O=C(N1CCCCC1)N1CCC(c2nc3ccccc3[nH]2)CC1 was read as TEAD-YAP block 1, GPR151 ag 0.2, MITF inh 4 and FBW7 activator 0.2.
Screening C=CCc1ccc(OCCOc2ccc(-c3nc4sc5c(c4c(=O)[nH]3)CCCC5)cc2)c(OC)c1 returned TEAD-YAP block 8, GPR151 ag -0.4, MITF inh 12 and FBW7 activator 0.4.
`O=C(Nc1ccc(SC(F)F)cc1)C1COc2ccccc2O1` (stereo unspecified) gave TEAD-YAP block -61, GPR151 ag 1.1, MITF inh 0 and FBW7 activator 0.1.
For CCN(c1ccc(C)c(C)c1)S(=O)(=O)c1ccc2[nH]c(=O)c(=O)[nH]c2c1 the results were TEAD-YAP block 6, GPR151 ag 0.1, MITF inh -26 and FBW7 activator 0.0.
`CN(CC(CC(=O)O)c1ccccc1)S(=O)(=O)c1ccc(Br)cc1` (stereo unspecified) gave TEAD-YAP block 12, GPR151 ag -0.4, MITF inh -2 and FBW7 activator 0.8.
Screening CCC(=O)Nc1ccc(Oc2ccc3c(c2)C(=O)N(c2ccc(O)cc2)C3=O)cc1 returned TEAD-YAP block 10, GPR151 ag -0.5, MITF inh 2 and FBW7 activator -0.1.
COC(=O)c1ccc(NC(=S)NC(=O)CC(C)(C)C)cc1 was read as TEAD-YAP block -19, GPR151 ag -1.4, MITF inh -6 and FBW7 activator 0.1.
For CC(NC(=O)c1cc(Cl)ccc1[N+](=O)[O-])C1CC2CCC1C2 (stereo unspecified) the results were TEAD-YAP block 2, GPR151 ag -1.1, MITF inh 13 and FBW7 activator 0.0.
For CCOC(=O)C1=C(C)Nc2nc3ccccc3n2C1c1ccc(F)cc1 (stereo unspecified) the results were TEAD-YAP block 2, GPR151 ag 0.0, MITF inh 9 and FBW7 activator 0.1.
Screening O=C(c1ccsc1)N1CCOc2ccc(C(O)c3ccncc3)cc2C1 (stereo unspecified) returned TEAD-YAP block 4, GPR151 ag -0.2, MITF inh 16 and FBW7 activator -0.3.
`COc1ccc(-c2nc(Nc3ccc(N4CCOCC4)cc3)nc(OC)n2)cn1` gave TEAD-YAP block 3, GPR151 ag 1.5, MITF inh 6 and FBW7 activator 0.0.
For O=C(Nc1ccc(N2CCOCC2)cc1)c1cccc(-n2ncc3c2CCC(Nc2ccccc2)C3)c1 (stereo unspecified) the results were TEAD-YAP block 6, GPR151 ag 0.6, MITF inh -7 and FBW7 activator 0.1.
For COc1cccc(/C=C(\C#N)c2nc3ccccc3[nH]2)c1OCc1ccc(Cl)cc1Cl the results were TEAD-YAP block -1, GPR151 ag -0.9, MITF inh 53* and FBW7 activator 0.0.
`O=C(Cn1c(-c2ccccn2)nc2ccccc21)N/N=C/c1ccccc1O` gave TEAD-YAP block 9, GPR151 ag -0.8, MITF inh 6 and FBW7 activator -0.2.
For Cc1cccc(-n2c(C)cn3c4c(=O)n(Cc5ccccc5)c(=O)n(C)c4nc23)c1 the results were TEAD-YAP block -2, GPR151 ag 0.0, MITF inh 6 and FBW7 activator -0.1.
CC(Oc1ccc2ccc(=O)oc2c1)c1ccccc1 (stereo unspecified) was read as TEAD-YAP block 1, GPR151 ag 1.4, MITF inh -11 and FBW7 activator -0.2.
For COc1ccc(Cl)cc1S(=O)(=O)Nc1ccc(Br)cc1 the results were TEAD-YAP block 4, GPR151 ag 2.8, MITF inh 8 and FBW7 activator 0.1.
CC1CCN(S(=O)(=O)c2ccc(F)c(C(=O)Nc3cc(Cl)cc(Cl)c3)c2)CC1 was read as TEAD-YAP block -4, GPR151 ag 0.9, MITF inh 18 and FBW7 activator 0.1.
`CCS(=O)(=O)c1cc([N+](=O)[O-])c(Nc2ccc3ccccc3c2)s1` gave TEAD-YAP block -5, GPR151 ag 0.3, MITF inh -3 and FBW7 activator 0.0.
`COCCN1C(=O)c2ccccc2C(C(=O)Nc2cnc3ccccc3c2)C1c1ccc(F)cc1` (stereo unspecified) gave TEAD-YAP block -9, GPR151 ag 0.1, MITF inh 10 and FBW7 activator 0.5.
COc1ccc(/C=N\NC(=O)CNc2ccc(C)cc2)cc1Cl was read as TEAD-YAP block 14, GPR151 ag -0.4, MITF inh 16 and FBW7 activator 0.1.
`COc1ccc(-c2cc(C(=O)NCC3CCCO3)c3cc(C)ccc3n2)cc1` (stereo unspecified) gave TEAD-YAP block -25, GPR151 ag 1.8, MITF inh -10 and FBW7 activator -0.2.
For CCN(C(=O)CSc1nc2cc(C(=O)OC)ccc2c(=O)n1CCc1ccc(S(N)(=O)=O)cc1)c1cccc(C)c1 the results were TEAD-YAP block 14, GPR151 ag 0.1, MITF inh 30 and FBW7 activator 0.0.
`CCOc1ccc(NC(=O)c2cc(S(=O)(=O)NC3CCCCCC3)ccc2F)cc1` gave TEAD-YAP block 15, GPR151 ag 0.1, MITF inh 8 and FBW7 activator 0.7.
For Cc1ccc(-c2c(C(=O)NCc3cccnc3)oc(=O)c3ccccc23)cc1 the results were TEAD-YAP block -7, GPR151 ag 1.4, MITF inh 7 and FBW7 activator 0.0.
Screening CC1(C(=O)NC2CCCCCC2)CN(S(C)(=O)=O)CC(=O)N1c1ccc(F)cc1 (stereo unspecified) returned TEAD-YAP block 9, GPR151 ag -1.3, MITF inh 12 and FBW7 activator 0.2.
`CCOC(=O)C1=C(C)NC2=C(C(=O)CC(c3ccccc3)C2)C1c1ccccc1OC(C)C` (stereo unspecified) gave TEAD-YAP block 4, GPR151 ag -0.3, MITF inh -5 and FBW7 activator -0.1.
For Cc1cc(C)c(CN2CCC3(CCC(CNC(=O)c4ccn(C)n4)O3)CC2)cc1C (stereo unspecified) the results were TEAD-YAP block 1, GPR151 ag 1.2, MITF inh -10 and FBW7 activator 0.1.
For COc1cccc(CN(CCN(C)C)C(=O)[C@@H](Cc2ccc(-c3cn[nH]c3)cc2)NC(=O)C(C)O)c1 (stereo partly specified) the results were TEAD-YAP block -3, GPR151 ag 5.1*, MITF inh 3 and FBW7 activator -0.1.
For Cc1nc2sc(C(c3ccccc3Cl)N3CC(C)OC(C)C3)c(O)n2n1 (stereo unspecified) the results were TEAD-YAP block 9, GPR151 ag 0.2, MITF inh -5 and FBW7 activator -0.1.
`CCCC1(CCC)NC(=S)N(c2ccc(C)cc2)N1` gave TEAD-YAP block -21, GPR151 ag -0.7, MITF inh -3 and FBW7 activator 0.0.
`CCOc1ccc(-n2cnnn2)cc1S(=O)(=O)NC1CCCCC1` gave TEAD-YAP block -13, GPR151 ag 0.2, MITF inh -6 and FBW7 activator 0.0.
Screening CC1=C(C(=O)Nc2ccc(Cl)cc2)C(c2ccccc2)C(C#N)=C(SCC(=O)Nc2ccccc2C)N1 (stereo unspecified) returned TEAD-YAP block 0, GPR151 ag -0.9, MITF inh 24 and FBW7 activator 0.3.
`O=C(CN1C(=O)C2(OCCO2)c2ccccc21)c1ccc(C(F)(F)F)cc1` gave TEAD-YAP block -8, GPR151 ag 1.4, MITF inh 12 and FBW7 activator 0.4.
CN(Cc1ncc[nH]1)C(=O)CN1Cc2ccccc2OC(c2ccccc2F)C1 (stereo unspecified) was read as TEAD-YAP block 6, GPR151 ag -0.2, MITF inh 0 and FBW7 activator 0.1.

Eight compounds out of the list, arranged by formula weight, rising:
For Cc1cc(NCCO)nc(NCCN2CCOCC2)n1 the results were TEAD-YAP block 0, GPR151 ag 0.1, MITF inh 4 and FBW7 activator -0.1.
For COCCSc1nnc(-c2cnccn2)n1-c1ccccc1 the results were TEAD-YAP block 10, GPR151 ag 1.1, MITF inh 6 and FBW7 activator -0.2.
O=C(Cc1ccc2c(c1)OCO2)NC1(c2ccc(F)cc2)CCCC1 was read as TEAD-YAP block -1, GPR151 ag -0.6, MITF inh -8 and FBW7 activator -0.1.
`CCOc1ccc(-n2cnnn2)cc1S(=O)(=O)NC1CCCCC1` gave TEAD-YAP block -13, GPR151 ag 0.2, MITF inh -6 and FBW7 activator 0.0.
For Cn1cc(CSCC(=O)NCc2ccccc2)cc1C(=O)C(F)(F)F the results were TEAD-YAP block 5, GPR151 ag -0.2, MITF inh -5 and FBW7 activator 0.1.
CN(Cc1ncc[nH]1)C(=O)CN1Cc2ccccc2OC(c2ccccc2F)C1 (stereo unspecified) was read as TEAD-YAP block 6, GPR151 ag -0.2, MITF inh 0 and FBW7 activator 0.1.
O=C(OCc1ccc(Cl)cc1)C1CCN(S(=O)(=O)c2cccs2)CC1 was read as TEAD-YAP block -1, GPR151 ag -0.7, MITF inh 6 and FBW7 activator 0.4.
For O=C(Nc1ccc(N2CCOCC2)cc1)c1cccc(-n2ncc3c2CCC(Nc2ccccc2)C3)c1 (stereo unspecified) the results were TEAD-YAP block 6, GPR151 ag 0.6, MITF inh -7 and FBW7 activator 0.1.

Screens from PubChem BioAssay.
